# High-throughput results deposited in PubChem BioAssay by several laboratories.
# NR2E3 ag-1 – activates human NR2E3 receptor; Q9Y5X4; CHO-S Gal4-NCOR/VP16-NR2E3 two-hybrid, luciferase; AID 602229; 360,000 tested, 0.35% active; inhibition of corepressor binding, % at 3.98 µM;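 active = inhibition above the mean of all tested compounds plus 3 SD, cut at about 70% in these data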;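 also: 0% = DMSO with NR2E3 transfected cells and 100% = cells lacking NR2E3 construct; higher means lower luciferase signal from less NR2E3 corepressor binding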
# Target sequence (Q9Y5X4 whole entry, looked up, the tested form may be a part): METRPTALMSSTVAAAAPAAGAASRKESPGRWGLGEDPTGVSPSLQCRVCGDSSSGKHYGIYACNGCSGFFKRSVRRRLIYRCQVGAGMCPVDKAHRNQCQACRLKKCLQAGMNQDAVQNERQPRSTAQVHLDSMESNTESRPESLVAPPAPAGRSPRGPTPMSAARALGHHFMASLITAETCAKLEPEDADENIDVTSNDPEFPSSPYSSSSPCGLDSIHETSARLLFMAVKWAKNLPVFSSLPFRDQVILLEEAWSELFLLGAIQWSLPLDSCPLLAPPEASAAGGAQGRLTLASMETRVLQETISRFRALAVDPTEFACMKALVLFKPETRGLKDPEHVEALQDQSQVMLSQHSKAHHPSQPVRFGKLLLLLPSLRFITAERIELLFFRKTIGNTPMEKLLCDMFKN
# NR2E3 ag-2 – agonists of human nuclear receptor NR2E3; 320,000 tested, 0.12% active; Q9Y5X4; inhibition of corepressor binding, % at 4.78 µM; GST-NR2E3/biotin-RetCOR TR-FRET, 1536-well; AID 2300;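 active = percent inhibition above the cutoff of mean plus 3 SD of all tested compounds, set per screening campaign, cut at about 20% in these data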;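 also: 0% = DMSO wells and 100% = biotin wells as full block of FRET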
#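 Material: NR2E3–RetCOR corepressor complex / Amount: 1.35 nM GST-NR2E3 / Medium: Tris pH 7.5 / Compound: single nominal compound dose of 4.8 µM / Incubation: 5 h at 4 °C / Technique: TR-FRET, Eu(K)-anti-GST donor, streptavidin-D2 acceptor, ex 340, em 617/671 nm / Read-out basis: percent loss of FRET ratio relative to control wells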
# Peg3 prom inh – Peg3 promoter activity inhibition; HeLa PEG-Prom luciferase reporter, luminescence, overnight; inhibition, % at 20 µM; 360,000 tested, 1.7% active; AID 588405;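 active = inhibition of at least 50% at 20 µM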
# m5-HT2A agonist – agonists of mouse serotonin 5-HT2A receptor (HTR2A); activation, % at 7.6 µM; AID 624169; P35363; CHO-K1 mHTR2A beta-arrestin complementation, luminescence; percent of 30 µM serotonin response; 360,000 tested, 0.66% active;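 active = activation above a run cutoff, the mean activation of all tested compounds plus 3 SD, cut at about 14% in these data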;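 also: 0% = plate median of compound wells and 100% = 30 µM serotonin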
# Shn3 3UTR inh – Schnurri-3 reporter inhibition in Clone20 osteoblasts; inhibition, % at 12.5 µM; Clone20 osteoblast Shn3 3'UTR firefly luciferase, 24 h; AID 588674; 360,000 tested, 0.52% active;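 active = mean inhibition of at least 75% with every replicate also reaching 75%; inconclusive = mean inhibition at least 75% but some replicate below; inactive = mean inhibition below 75%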;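 also: 0% = median of neutral control wells and 100% = pilot-screen positive control compound; some compounds past the cut are filed as inactive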
# MITF TRPM1 inh – reduces MITF-dependent TRPM1 promoter luciferase signal | inhibition, % at 12.5 µM | 330,000 tested, 0.83% active | SK-MEL-5 TRPM1 promoter luciferase, 24 h;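 active = mean inhibition across replicates of 60% or more, whatever share of single replicates reaches that level; inconclusive = some that reach 60%, reason not given; inactive = mean inhibition across replicates below 60%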; also: values of inactives mirror those of a sister screen read the other way
# Cardio protect – myocardial damage modulation in H9c2 cells; H9c2 cardiomyocytes, H2O2 injury protection, ATPLite, 2 h; 360,000 tested, 0.63% active; AID 588492; protection from H2O2 cell death, % at 20 µM;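 active = compounds giving at least 50% protection of heart cells from peroxide-induced death in the single-dose screen, raw or plate-pattern-corrected value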;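 also: 0% = DMSO wells with peroxide and 100% = DMSO wells without peroxide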
# PDI turbidity – PDI (human) enzyme inhibition; AID 588391; 350,000 tested, 0.052% active; inhibition, % at 10 µM; PDI insulin aggregation turbidity, A650, 90 min; P07237;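 active = mean inhibition across replicates of 30% or more, whatever share of single replicates reach that level; inconclusive = mean inhibition below 30% while every single replicate reaches 30%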;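 also: absorbance from insulin aggregation driven by PDI reduction with DTT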
# Target sequence (P07237 whole entry, looked up): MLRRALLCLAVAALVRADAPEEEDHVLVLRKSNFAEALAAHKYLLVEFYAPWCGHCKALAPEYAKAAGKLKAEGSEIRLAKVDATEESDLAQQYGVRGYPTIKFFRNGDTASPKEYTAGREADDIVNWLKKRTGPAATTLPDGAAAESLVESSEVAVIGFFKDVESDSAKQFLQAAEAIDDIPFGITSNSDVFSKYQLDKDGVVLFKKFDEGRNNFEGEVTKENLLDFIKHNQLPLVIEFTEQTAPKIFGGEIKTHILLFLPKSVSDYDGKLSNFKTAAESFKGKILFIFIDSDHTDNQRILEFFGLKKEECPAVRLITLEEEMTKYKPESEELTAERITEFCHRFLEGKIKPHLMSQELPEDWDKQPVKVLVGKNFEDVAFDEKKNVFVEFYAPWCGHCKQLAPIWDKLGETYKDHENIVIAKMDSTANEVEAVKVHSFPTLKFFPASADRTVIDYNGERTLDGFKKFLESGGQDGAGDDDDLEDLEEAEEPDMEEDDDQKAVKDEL
# iPSC survival up – increases survival of single human iPS cells | hiPSC single-cell survival, ATPlite luminescence; 100% = ROCK inhibitor wells, 0% = DMSO | survival enhancement, % at 20 µM | 360,000 tested, 0.044% active | AID 602274; in the data active = survival enhancement above about 18%;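 also: cells exposed to compounds for 16 hours before the ATP read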
# CaV13 FRET inh – Primary screen for inhibitors of IQ motif and Ca2+-dependent inactivation inhibitor domain binding in CACNA1D, Förster resonance energy transfer in living cells, …; HEK cells, CFP/YFP FRET ICDI-IQ, plate reader, 10 min; percent FRET-ratio fall versus neutral wells; inhibition, % at 12.3 µM; 340,000 tested, 0.098% active; AID 743397;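 active = mean replicate inhibition of at least 30% and at least 1% of replicates passing that level; inconclusive = only one of the two criteria is met; inactive = neither criterion is met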;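 also: 0% = median of the neutral control wells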
# HIF-2a inh – HIF-2a inhibition; 786-0 RCC cells HIF-2a reporter, luciferase luminescence, overnight; inhibition, % at 18.8 µM; 360,000 tested, 0.72% active;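 active = inhibition of the luminescence signal of 40% or more relative to plate controls, in a single-dose primary screen at 18.75 µM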
# The depositor's hits bear a star; ? = inconclusive; / = not tested or not shown.
# Values run as follows: NR2E3 ag-1, NR2E3 ag-2, Peg3 prom inh, m5-HT2A agonist, Shn3 3UTR inh, MITF TRPM1 inh, Cardio protect, PDI turbidity, iPSC survival up, CaV13 FRET inh, HIF-2a inh
Cn1c(SCC(=O)Nc2ccccc2)nc2ccccc2c1=O
    10, /, 5, 5, 47, -14, -6, -6, -0.3, -21, 5
CCOC(=O)c1cc2nc(-c3ccco3)cc(C(F)(F)F)n2n1
    -20, -3, -9, 8, 7, 2, -1, -3, -1.3, /, -11
O=C1c2ccccc2-c2n[nH]c3cccc1c23
    -13, /, -22, -7, -6, 10, 13, -3, 1.8, -29, -64
COC(=O)C1CCN(C(=O)CSc2nc3ccc(OC)cc3[nH]2)CC1
    -11, -2, 14, 1, 3, 14, 1, 3, 0.1, 7, 6
CC(NC(=O)C(CC(=O)OC(C)(C)C)NC(=O)OC(C)(C)C)C(N)=O (centres undefined)
    -8, -5, 8, -1, 2, 6, -4, 7, -1.0, -4, 18
CCCCCCc1cc2cc(C(=O)Nc3ccc(OC)cc3)c(=O)oc2cc1O
    -25, 5, 43, 10, 18, 9, -21, 1, 0.0, -3, 16
COc1ccccc1C(=O)Nc1ccc2c(c1)CN(Cc1cnc(C)s1)CC2
    2, 1, -44, -6, -3, -7, 4, 3, -0.1, -11, -82
CSCCC1(C(=O)O)NC(c2ccccc2O)C2C(=O)N(C(C)C)C(=O)C21 (centres undefined)
    12, 1, -1, 0, 2, 3, 2, -10, -2.2, 39*, 5
O=C(c1sc2ccccc2c1Cl)N1CCN(CCc2ccccn2)CC1
    15, 2, -7, -17, -6, -7, 4, 4, 0.1, -6, -8
CC(C)CN(C(=O)CSc1ncnc2ccccc12)C1CCS(=O)(=O)C1 (centres undefined)
    -2, -1, 14, -4, 8, 8, 7, 0, 1.8, -3, 12
CC(=O)Cc1cc(O)c2ccccc2c1OC(=O)c1ccc(Br)cc1
    -13, 4, 15, 0, 6, 19, -12, 8, -0.1, -2, 23
CC(C)Sc1nnc(NC(=O)c2ccc3c(c2)OCO3)s1
    -89, 5, -391, 3, -83, -91, 2, 13, 0.3, -6, -234
Cc1ccc(C)n1-n1cnc2sc(-c3ccccc3)cc2c1=O
    -13, -1, -56, 0, -21, -18, -10, 4, -1.5, /, -131
Cc1nc(N)nc(N)c1Oc1ccc(Cl)cc1
    29, /, 4, -4, 4, -8, -10, -10, 7.3, -7, 2
O=C(NNS(=O)(=O)c1ccccc1)c1cc2cc3ccccc3nc2s1
    -32, -5, -57, -1, -11, -22, 12, -1, -1.4, /, -54
Cc1ccc(S(=O)(=O)Nc2ccc(C(=O)N3CCN(c4ccccc4O)CC3)cc2)cc1[N+](=O)[O-]
    -11, 2, 21, -1, 9, -4, -2, -6, 5.2, -6, 13
CC(C)N(Cc1ccccc1)S(=O)(=O)c1ccc2c(c1)NC(=O)CO2
    -10, 1, 11, -2, 5, 1, -2, 5, -0.4, -1, 13
CCc1ccc2[nH]c(=O)c(CN(Cc3ccccc3OC)C(=O)Nc3ccccc3OC)cc2c1
    -5, 2, 30, -2, 21, -2, -5, 1, 3.7, -10, 10
COc1ccc2nc(-c3ccccc3)nc(C3CCCCC3)c2c1
    -7, 1, -11, -1, -20, -14, -14, 10, 3.2, -11, -7
Cc1ccc(/C=C2/SC(=S)N(c3ccc(S(=O)(=O)Nc4nccs4)cc3)C2=O)cc1
    -10, -1, -1, 4, /, ?, -15, -3, 0.0, -5, 16
OCCC1CN(CC#Cc2ccccc2)CCN1Cc1ccccc1F (centres undefined)
    2, 0, 5, -6, 6, -1, -4, -3, -0.1, -5, 8
CC1CCCC(NC(=O)CSc2nnc(C(F)(F)F)n2C)C1C (centres undefined)
    20, 1, 4, 3, -2, 5, -3, 0, -0.5, -2, 7
COC(=O)c1ccc(Cn2cnc3cnccc32)cc1
    -18, 4, 10, -6, -15, 13, 5, -3, 0.2, -2, 15
Cc1ccc(C(C(=O)NCc2ccc(F)cc2)N(Cc2ccco2)C(=O)c2snc(C(N)=O)c2N)o1 (centres undefined)
    24, -2, 42, 5, -37, 7, 40, 18, 2.7, -3, 15
O=C(O)CN1C(=O)/C(=C/c2ccsc2)SC1=S
    -40, -3, 5, 1, 20, -14, 4, -1, -1.3, -6, 4
COc1ccc(CN(C)C(=O)/C=C/[C@H]2O[C@@H](n3cc(C)c(=O)[nH]c3=O)C[C@@H]2O)cc1OC
    14, /, 9, 0, 9, /, 5, /, -2.5, -3, 4
C=Cn1c(C(=O)O)ccc1-c1ccc(CC)cc1
    -69, -3, -46, 3, -6, -7, 8, -7, -0.4, 3, -74
Cc1ccc([N+](=O)[O-])c(OCc2ncc(Cl)n2C)c1
    -46, 2, -75, -8, -20, 7, -2, 8, -0.6, -6, -91
Cc1cc(-n2c(C)cc(C(=O)COC(=O)CN=C3NS(=O)(=O)c4ccccc43)c2C)no1
    -22, 0, -11, -4, -3, 14, -7, 11, 2.5, /, 16
O=C(CCCOc1ccc(Cl)cc1)NCC1CCCO1 (centres undefined)
    -5, 6, -14, 6, 0, -9, -6, 6, 3.4, /, 2
COc1ccc2c(c1)C(=O)N(c1ccc(C)cc1C)C(=O)C2
    -1, -1, 2, -2, 0, -19, -2, -2, 2.1, 0, 21
Cc1cc(C)c2c(n1)SCC(=O)N2CC(=O)Nc1ccc(F)cc1
    -11, 0, 0, -2, -9, 9, 1, /, 1.4, -2, 12
CN(CCNC(=O)C1CCN(S(=O)(=O)N2CCOCC2)CC1)CCc1ccccc1
    -5, 0, 5, -4, 4, -2, -3, -3, 7.9, -5, 15
CC1CC(C)CN(CCCOc2ccccc2[N+](=O)[O-])C1 (centres undefined)
    16, -3, 7, -7, -2, 3, 8, -6, -1.8, -18, 1
COC(=O)c1c(NC(=O)C2COc3ccccc3O2)sc2c1CCN(Cc1ccccc1)C2 (centres undefined)
    -21, 2, 28, -3, 25, 17, 1, 5, 3.7, -3, 15
CCCNc1nc(Nc2ccc(C)cc2)nc(N2CCCC2)n1
    0, -2, 23, -6, 51, -6, -8, 5, -2.5, /, 7
COc1cc(NC(=O)COC(=O)CSc2cc(C)ccc2C)c(C)cc1[N+](=O)[O-]
    2, 4, 2, 7, 7, 6, 4, 14, -2.9, -4, 15
CC1(c2nnc(Cc3ccccc3)o2)CC(c2ccc(Br)cc2)=NO1 (centres undefined)
    24, 2, 4, -6, -19, -6, -14, 0, -3.9, -5, 5
O=[N+]([O-])c1cc(S(=O)(=O)/N=C(/c2ccccc2)N2CCOCC2)ccc1Cl
    -3, 4, 18, 3, 5, 16, 2, 0, 2.5, -4, 13
O=C(O)CCC(=O)c1ccc2sc3ccccc3c2c1
    -146, /, -249, 8, -3, -7, -2, 5, 4.0, -10, -73
O=C(CCc1c[nH]c2ccccc12)N[C@@H](Cc1c[nH]c2ccc(O)cc12)C(=O)O
    -11, 2, -1, 4, -11, -7, 0, 7, -0.6, -13, 3
CC(C)CN(C(=O)COC(=O)Cc1c[nH]c2ccccc12)C1CCS(=O)(=O)C1 (centres undefined)
    -8, 2, -2, 2, -2, 15, 0, 28, -3.5, -4, -4
COc1ccccc1N1CCN(C(=O)C2CC(=O)N(c3ccccc3)C2)CC1 (centres undefined)
    -10, 2, 4, 0, -17, 7, 2, 3, -0.1, -7, 2
CCOc1ccccc1OCCC(=O)OCC(=O)Nc1c(C)cc(C)cc1C
    7, 1, 3, 5, -11, 8, 2, -10, -0.6, -7, 9
Cc1oc(CSCC2CCCO2)cc1C(=O)O (centres undefined)
    13, 1, 13, 9, -13, 4, 6, -1, 2.9, /, 3
COc1ccc(C(=O)NC2CC2)cc1OC1CCN(Cc2ccccc2O)CC1
    -25, /, 6, 5, -2, -2, 6, 6, -0.1, -6, 14
COc1cc(OC)c(OC)cc1CNCCNC(=O)c1ccco1
    -17, 2, 9, 4, 5, 0, 3, -4, 0.7, -4, 10
COc1ccc(C(=O)Oc2c(OC)cc(C(=S)N3CCOCC3)cc2OC)cc1
    -27, 1, 9, 1, 3, 10, -3, -5, 1.7, -4, 18
CCCCOc1ccc2c(c1)/C(=C(\C(Cl)=C(Cl)Cl)[N+](=O)[O-])N2
    -21, 0, 3, -2, 3, 13, -2, 0, 0.4, -7, 4
CCn1c(SCC(=O)Nc2cc(C)on2)nnc1-c1ccc(C)cc1
    -35, 11, 2, -5, 17, 2, -2, 3, -0.4, -3, 18

# New compounds follow:
# Values run as follows: NR2E3 ag-1, NR2E3 ag-2, Peg3 prom inh, m5-HT2A agonist, Shn3 3UTR inh, MITF TRPM1 inh, Cardio protect, PDI turbidity, iPSC survival up, CaV13 FRET inh, HIF-2a inh
Nc1nnc(SCCOc2cccc(Br)c2)s1
    -30, 2, -97, 2, -27, -47, -3, 5, -2.0, -8, -125
CCOC(=O)c1c(-c2ccccc2)oc2ccc(OC(C)=O)cc12
    4, 2, -7, -7, 7, 3, -4, 6, -1.6, -9, -17
COc1ccc(-c2nn(C)c(=O)c3ccccc23)cc1NS(C)(=O)=O
    -6, 1, -9, 1, 3, 16, 15, 2, -1.5, -4, -13
NS(=O)(=O)c1ccc(NC(=S)NNC(=O)CCC(=O)Nc2ccccc2Cl)cc1
    -18, 1, 8, 1, -1, -4, 2, 8, -0.3, /, 4
CSc1nc(-c2ccccc2)cc(C(F)(F)F)c1C#N
    15, -3, 12, -1, 4, 4, -18, -4, 3.0, -2, 9
CCC1Oc2ccccc2N(CC(=O)N2CCCC2)C1=O (centres undefined)
    16, /, 4, 5, 6, /, 4, 3, 1.4, -10, 9
O=C(COC(=O)c1ccc(F)cc1Cl)NCc1ccco1
    -20, /, -42, 2, -23, -19, 1, -2, 0.6, -13, 1
CCOC(=O)C1=C(C)N(C)C(=O)NC1c1c(C)nn(-c2ccccc2)c1C (centres undefined)
    -23, 1, 21, 1, 4, 1, 4, 3, 2.7, 0, 10
CC(=O)Nc1ccc(NC(=O)c2cccc(C(=O)OC(C)C)n2)cc1
    -13, 1, -2, -2, 1, -3, 16, 1, -0.6, -4, 1
Cc1ccc(OCc2nnc(SCC(=O)NCc3ccccc3)n2C)cc1
    -10, -4, 8, 0, -7, 14, -4, -14, 0.3, -4, 24
CN(Cc1ccc(O)cc1)C1CCCCC1
    -8, 4, -1, -1, -3, 5, 0, 5, 9.4, -8, -8
Cc1ccc(S(=O)(=O)N2c3cc(C)ccc3OCC2C(C)(C)C)cc1 (centres undefined)
    -32, 1, 42, -5, 76, 5, -24, 0, 17, -4, 21
Cc1cc2nccc(-c3ccncc3)n2n1
    -20, 0, 3, 6, 2, -17, -5, -5, 2.3, -4, 19
COc1cc(/C=C2\C(=N)N3N=C(C)SC3=NC2=O)cc(OC)c1OCCOc1ccccc1C
    -6, 5, 9, -3, 0, -2, -1, 9, -0.6, -3, 16
